Source: PubChem
Exocytosis inh: blocks lytic granule exocytosis. inhibition, % at 10 µM. 360,000 tested, 0.66% active. TALL-104 LAMP-1 surface exposure, flow cytometry; cells stimulated with thapsigargin and PMA;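 active = inhibition above about 55%, limit read from the data; inconclusive = no clear call, values can overlap the other calls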
TLR9-MyD88 inh: inhibitors of human TLR9-MyD88 binding; inhibition, % at 4.98 µM; 340,000 tested, 0.21% active; AID 504734; Q9NR96+Q99836; CHO BLA complementation TLR9-MyD88, CCF4 FRET ratio;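 active = inhibition above the mean over all tested compounds plus 3 SD, cut at about 21% in these data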;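 note: 0% = DMSO only wells and 100% = clavulanate BLA inhibitor control wells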
NOD2 RIPK2 PPI: blocks binding of human NOD2 to RIPK2. 360,000 tested, 0.38% active. CHO BLA complementation NOD2-RIPK2, CCF4 ratio. inhibition, % at 4.98 µM. O43353; in the data active = inhibition above about 21%;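 note: 0% = vehicle only and 100% = reference blocker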
aDG glyco up: increases alpha dystroglycan glycosylation | Pro5-aDG cells, alpha-DG glycosylation AlphaScreen (IIH6); 0% Pro5, 100% B10-LARGE cell signal | activation, % at 10 µM | 360,000 tested, 0.22% active | AID 624168;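 active = activation of at least 8% versus controls, or a plate z-score of at least 8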;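 note: Pro5 are CHO cells carrying HIG-tagged alpha-DG that lacks glycosylation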
N-glyco inh: blocks N-linked glycosylation in D54 reporter cells; D54 ERlucT glycosylation luciferase reporter, 24 h; percent of 100 nM tunicamycin response; 360,000 tested, 0.23% active; reporter increase, % at 12.5 µM;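 active = mean luciferase reporter signal, scaled so untreated is 0 and the glycosylation-blocking control 100, at or above a set limit in every replicate; inconclusive = mean reaches the limit but not every replicate does; inactive = mean below the limit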;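 note: luciferase carries N-glycosylation sites so blocking glycosylation raises the light; 0% = median of neutral control wells and 100% = median of 100 nM tunicamycin wells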
MC4R barr agon: human MC4R agonism via beta-arrestin; activation, % at 8.9 µM; U2OS MC4R beta-arrestin complementation, luminescence; percent of melanotan II response, DMSO zero; 360,000 tested, 0.98% active; AID 540308;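 active = activation above a per-plate cutoff, the mean activation of sample wells on that plate plus 3 SD, cut at about 8% in these data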
MC4R antag cAMP: human MC4R antagonism in cAMP assay. MC4R-expressing cells, MTII-stimulated cAMP, LANCE TR-FRET. 360,000 tested, 0.48% active. inhibition, % at 6.5 µM;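 active = inhibition above its plate's cutoff, the mean of tested wells on that plate plus 3 SD, cut at about 29% in these data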;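 note: 0% = Melanotan II alone and 100% = Melanotan II plus saturating MCL0020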
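System: U2OS cells stably expressing human melanocortin 4 receptor (MC4R). Reagent: Melanotan II challenge after compound preincubation. Doses: 6.5 µM. Times: 30-min compound, 1-h challenge, 1-h detection, room temperature. Measured by: TR-FRET with Eu-cAMP and labeled anti-cAMP, 671 nm. Replicates: singlicate.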
ABCB6 inh MLPCN: blocks the human ABCB6 transporter | Q9NP58 | K562-ABCB6 porphyrin accumulation, flow cytometry, 1 h; hits give low values | fluorescence ratio to DMSO, % at 10 µM | 360,000 tested, 0.19% active | AID 602162;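 active = fluorescence ratio to DMSO below 75%, the collection mean minus 3 SD; inconclusive = too few cells collected in the well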;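 note: signal is porphyrin accumulated inside mitochondria; 100% equals median channel fluorescence of DMSO control wells; lower ratio means ABCB6 inhibition with less porphyrin fluorescence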
ABHD5 PLIN5 PPI: inhibitors of human ABHD5-perilipin-5 interaction. Split G. princeps luciferase complementation, luminescence, 4 h. inhibition, % at 4 µM. 360,000 tested, 0.78% active. AID 602281;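 active = inhibition above the mean inhibition across every tested compound plus 3 SD, cut at about 22% in these data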;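 note: 0% = DMSO only wells and the 100% control is not disclosed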
Target sequence (Q00G26 whole entry, looked up): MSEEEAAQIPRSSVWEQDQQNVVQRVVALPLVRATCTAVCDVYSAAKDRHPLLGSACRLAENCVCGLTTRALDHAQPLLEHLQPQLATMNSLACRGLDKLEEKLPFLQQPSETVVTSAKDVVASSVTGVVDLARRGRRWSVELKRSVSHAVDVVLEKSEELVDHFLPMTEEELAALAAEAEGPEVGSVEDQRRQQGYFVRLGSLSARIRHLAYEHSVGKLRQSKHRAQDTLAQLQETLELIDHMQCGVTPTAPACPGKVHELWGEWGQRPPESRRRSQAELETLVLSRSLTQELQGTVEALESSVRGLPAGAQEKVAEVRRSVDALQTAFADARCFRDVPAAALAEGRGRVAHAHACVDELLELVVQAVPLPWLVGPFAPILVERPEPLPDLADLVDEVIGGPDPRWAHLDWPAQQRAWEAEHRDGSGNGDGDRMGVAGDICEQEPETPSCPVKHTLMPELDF
Target sequence (Q8WTS1 whole entry, looked up): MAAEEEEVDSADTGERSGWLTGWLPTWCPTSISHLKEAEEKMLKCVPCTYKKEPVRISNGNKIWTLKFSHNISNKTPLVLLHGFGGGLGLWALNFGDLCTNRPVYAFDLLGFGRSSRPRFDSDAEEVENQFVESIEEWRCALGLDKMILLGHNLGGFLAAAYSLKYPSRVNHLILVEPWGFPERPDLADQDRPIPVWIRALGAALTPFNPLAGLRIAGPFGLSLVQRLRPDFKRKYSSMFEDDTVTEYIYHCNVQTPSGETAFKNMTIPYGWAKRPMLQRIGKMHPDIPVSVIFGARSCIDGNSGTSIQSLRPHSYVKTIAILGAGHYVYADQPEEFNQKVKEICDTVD
Vif inh: HIV Vif inhibition; inhibition, % at 7.49 µM; HEK293T cells, Vif self-association by quenched fluorescence, imaging, 24 h; 340,000 tested, 0.35% active; in the data active = inhibition above about 50%, passing the limit was not always enough; inconclusive = no clear call, values can overlap the other calls; inactive = below about 31%; note: some results filed as inactive read as strong as hits
An asterisk follows results filed as active; ? = inconclusive; nt = no result given.

SMILES	Exocytosis inh	TLR9-MyD88 inh	NOD2 RIPK2 PPI	aDG glyco up	N-glyco inh	MC4R barr agon	MC4R antag cAMP	ABCB6 inh MLPCN	ABHD5 PLIN5 PPI	Vif inh
Cc1n[nH]c(=O)n1-c1ccc(Oc2ccccc2)cc1	-1	-14	-6	0.1	1	-0.1	14	96	-4	-15
COc1ccc(-c2nc3ccccc3c(C(=O)Nc3ccc(S(=O)(=O)Nc4cc(C)on4)cc3)c2C)cc1	3	-3	-12	-0.2	7	-0.4	-2	90	0	10
CCOC(=O)c1ccccc1NC(=O)COC(=O)CCNS(=O)(=O)c1ccccc1	-3	3	5	0.2	5	-1.6	15	96	0	nt
CC1(c2ccc(OC(F)F)cc2)NC(=O)N(CC(=O)Nc2ccc(S(N)(=O)=O)cc2)C1=O (configuration not stated)	-2	1	4	0.0	-1	-2.1	0	103	-5	-5
Cc1ccc(C(=O)Nc2ccccc2N2CCN(C(=O)C(C)C)CC2)cc1	-1	1	6	-0.1	-1	-2.2	8	93	-1	-7
O=C(Nc1ccc2c(c1)CCC2)C1CCN(c2c3c(nc4ncnn24)CCC3)CC1	-2	-6	-5	4.3	-2	-3.1	16	95	9	-22
COc1ccc(Oc2c(C)nc(SCC(=O)c3ccc(Cl)cc3)[nH]c2=O)cc1	3	2	-5	-0.1	0	0.0	2	101	-4	-1
CCCCn1c(N)c(N(CCC(C)C)C(=O)c2ccc(COc3ccccc3)o2)c(=O)[nH]c1=O	5	-3	-8	-0.3	0	1.6	11	101	3	-2
Cc1ccccc1C(=O)NNC(=O)CCC(=O)Nc1cccc(Cl)c1C	-4	4	-4	0.4	-2	3.1	7	105	9	-5
COC(=O)c1c(NC(=O)c2ccccc2)sc2c1CC(C)(C)NC2(C)C	-3	5	-6	-0.1	-2	0.3	-1	100	14	10
CC(C)c1ccc(CNC(=O)C(=O)NCCCn2ccnc2)cc1	2	9	-10	-0.1	-1	-0.4	0	93	0	4
Cc1cc(C)c2nc(N(CCCN(C)C)C(=O)C3=COCCO3)sc2c1	7	8	-3	2.5	-2	-3.4	1	103	20	-14
CCn1c(COc2ccc(C)cc2)nnc1SCC(=O)Nc1ccc2c(c1)OCCO2	-6	4	-4	-0.1	-2	-0.3	13	100	3	7
OC(CN1C2=NCCCN2c2ccccc21)c1ccc2c(c1)OCO2 (configuration not stated)	0	-2	-1	-0.2	2	-0.3	1	99	6	nt
Cc1ccc(C)c(NC(=O)NC2CCCCCCC2)c1	-4	-23	-17	-0.2	-2	1.7	4	106	6	-3
O=C(CCCN1C(=O)C(c2ccccc2)Oc2cccnc21)NCc1ccccc1Cl (configuration not stated)	22	6	-5	-0.1	-2	-1.3	8	93	-3	3
COC(=O)c1ccc(CSc2ccccc2NC(=S)Nc2cccc(SC)c2)o1	-6	0	-7	-0.2	-2	-1.6	0	101	-14	0
CSC1=NCCN1C(=O)c1ccc(S(=O)(=O)N2CCCC2)cc1	-5	5	6	0.1	-1	-0.9	-6	97	10	-6
C=CCn1c(SCC(=O)C23CC4CC(CC(C4)C2)C3)nc(O)cc1=O	2	nt	-2	-0.1	-1	1.9	1	99	-6	-2
CCC(C)NC(=O)CCNS(=O)(=O)c1ccc(Br)cc1 (configuration not stated)	3	-2	7	0.1	-1	0.6	-5	111	0	1

Overlap with the part before: two compounds, then new ones.
SMILES	Exocytosis inh	TLR9-MyD88 inh	NOD2 RIPK2 PPI	aDG glyco up	N-glyco inh	MC4R barr agon	MC4R antag cAMP	ABCB6 inh MLPCN	ABHD5 PLIN5 PPI	Vif inh
C=CCn1c(SCC(=O)C23CC4CC(CC(C4)C2)C3)nc(O)cc1=O	2	nt	-2	-0.1	-1	1.9	1	99	-6	-2
CCC(C)NC(=O)CCNS(=O)(=O)c1ccc(Br)cc1 (configuration not stated)	3	-2	7	0.1	-1	0.6	-5	111	0	1
CCCCn1c(N)c(N(CC)C(=O)Cc2ccc(S(=O)(=O)N3CCOCC3)s2)c(=O)[nH]c1=O	-22	5	-9	0.2	1	-0.8	14	100	4	5
CCCCC(=O)N=c1sc2cc(S(C)(=O)=O)ccc2n1C	-2	4	2	0.2	0	1.7	20	102	-5	8
COc1cccc(NC(=O)CC2COc3ccccc3O2)c1 (configuration not stated)	3	-1	-2	-0.1	0	2.6	-3	99	-1	17
CC(C)CN1C(=O)c2ccc(NC(=O)c3ccco3)cc2C1=O	-3	-6	-5	0.1	0	2.2	14	101	-1	2
O=C(CSc1ncccc1-c1nc2ccccc2[nH]1)N1CCc2ccccc21	-3	-1	0	0.2	-6	-0.7	4	104	6	0
COc1ccc(-c2cc(=O)[nH]c(=O)[nH]2)cc1	5	1	-5	-0.3	2	-1.8	2	91	0	20
CC(=O)Nc1nnc(SCC(=O)NCCOc2ccccc2)s1	-2	2	1	-0.2	2	-1.7	8	98	2	15
COc1ccc(C(=O)NCCn2ccc3ccccc32)cc1	-2	7	-6	0.2	-5	-0.5	13	98	3	nt
CN1CCN(/C(=N\O)c2nonc2N)CC1	1	-1	1	0.0	0	-2.1	-1	101	3	2
CN(c1ccc(F)cc1)S(=O)(=O)c1ccc(Cl)c(C(=O)NCC2(N3CCOCC3)CCCCC2)c1	12	-2	-11	0.4	-9	0.5	2	96	-6	-10
COc1ccccc1NC(=S)N/N=C/c1cccc(C)c1	-4	-13	-1	2.1	?	-0.4	-2	98	-6	-2
C=CCn1c(N/N=C/c2ccc(O)cc2)nc2ccccc2c1=O	-2	0	-10	1.0	2	2.7	-6	97	-10	-1
CCCCC(=O)N1CCN(c2ccc(OC)cc2[N+](=O)[O-])CC1	-4	3	4	-0.1	-2	1.2	6	91	-4	-5
Cn1c(N)c(S(=O)(=O)NCc2ccccc2Cl)c(=O)n(C)c1=O	0	5	-3	-0.2	2	-3.1	11	103	3	0
c1ccc(CN2CCC3(CC2)Nc2ccccc2S3)cc1	6	-9	3	0.0	-2	-0.2	15	100	-18	-6
Cc1nc(N2CCN(C)CC2)c2c(C)c(C(=O)Nc3ccc(C)c(F)c3)sc2n1	1	-2	4	1.4	5	5.2	11	103	4	nt
Cc1ccc(N2C(=S)NC3c4cc(Cl)ccc4OC2(C)C3C(=O)N(C)C)cc1 (configuration not stated)	-2	2	-9	-0.3	4	-3.0	1	99	7	2
Cc1cc(C)cc(N=C2NC(=O)CS2)c1	-6	-1	8	0.0	-2	-1.0	-5	99	2	-6
CC1CCCCN1C(=O)CSc1nnc(-c2ccco2)n1C (configuration not stated)	18	7	-7	-0.1	0	-0.3	-3	100	5	-5
Cc1cccc(-n2ncc3c(N4CCC5(CC4)OCCO5)ncnc32)c1	-4	17	-4	0.0	1	0.5	-15	96	-3	13
CCc1nnc(NC=C2C(=O)OC(C)(C)OC2=O)s1	-1	-9	-1	-0.1	3	-0.7	-2	99	2	2
Cc1cccc(NC(=O)CSCc2cc(=O)n3c(C)csc3n2)c1C	-1	4	-3	-0.4	1	-0.8	22	103	0	3
Cc1cc(C)n2nc(SCC(=O)N3CCOCC3)nc2n1	11	-8	1	-0.3	0	-1.1	5	101	16	nt
CCOc1ccc(S(=O)(=O)N2CCN(C(=O)c3sccc3C)CC2)cc1	-7	-8	6	0.6	-2	-1.7	2	106	-4	27
COc1cccc(N2CC(NS(=O)(=O)c3cccs3)CC2=O)c1 (configuration not stated)	-2	9	-4	1.9	0	-2.3	3	98	1	-11
Cc1cccc(CSCCNC(=O)Nc2ccccc2)c1	4	-7	-8	0.0	-1	1.9	26	102	-5	-2
CCN1CCN(CC(=O)NC2CCCCC2)C(=O)C1=O	14	10	1	-0.1	0	-0.7	8	78	-4	9
CCCCC(CC)C1OCC(CN2CCCCC2)O1 (configuration not stated)	5	5	-1	-0.1	0	-0.5	0	95	1	-9
c1ccc(-c2nc3nonc3nc2-c2ccccc2)cc1	-3	-9	-1	4.4	1	0.5	8	107	-13	-5
CC1=[N+]([O-])C(N2CCOCC2)C(O)(c2ccccc2)C1 (configuration not stated)	-1	1	-2	1.4	1	-1.8	1	98	-2	-5
O=C(COC(=O)c1ccc(Cl)c(S(=O)(=O)N2CCCC2)c1)NCc1cccs1	1	4	-13	0.1	4	-1.0	-4	97	-4	-4
CCN(CC)S(=O)(=O)c1cc(NC(=O)c2ccc(-n3cncn3)c([N+](=O)[O-])c2)ccc1C	1	9	-1	0.4	-4	-5.0	6	89	3	-7
Cc1cc(C)n(-c2nnc(N3CCN(c4ccccc4)CC3)nn2)n1	1	-8	7	0.9	2	-2.9	-2	98	-1	0
C/C(Cn1cnc([N+](=O)[O-])n1)=N\NC(=O)c1ccncc1	-4	-10	-9	-0.2	3	1.1	16	103	-4	-3
O=C(Nc1cccnc1)c1cc(-c2ccco2)on1	-5	7	6	0.0	5	-1.0	2	100	4	-2
COc1ccc(CCN/C=C2/CC(=O)NC2=O)cc1OC	-1	2	1	-0.2	-1	-1.5	2	101	-4	19
CC(=O)c1ccc(NC(=S)N2CCC(Cc3ccccc3)CC2)cc1	3	-5	-1	0.3	-3	0.3	17	97	0	3
CCN(CCn1cccn1)C(=O)C1CCC(=O)N(CCc2cccc(F)c2)C1 (configuration not stated)	-4	3	2	0.0	1	-3.7	5	95	0	7
Cc1ccc(C(O)(CCN2CCCCC2)c2ccccc2)cc1 (configuration not stated)	13	-9	3	0.2	0	-2.9	4	98	-1	nt
Cc1cc(C)n2nc(C(=O)Nc3cccc(S(=O)(=O)N4CCCC4)c3)nc2n1	0	5	0	-0.1	2	0.5	8	100	4	-2
Cc1ccc(C(=O)CSC2=C(C#N)C(c3ccco3)C3=C(CC(C)(C)CC3=O)N2)cc1 (configuration not stated)	0	-8	-9	-0.2	-3	0.9	5	103	3	-16
CC1CCN(S(=O)(=O)c2ccc3c(c2)N(CC(=O)NCCCN2CCCC(C)C2)C(=O)CO3)CC1 (configuration not stated)	-6	-10	1	0.1	-1	3.3	8	98	-1	3
CCOC(=O)c1c(C)[nH]c(C(=O)COC(=O)c2ccc(O)cc2O)c1C	-2	1	-3	0.3	-4	-1.2	2	101	2	-2
O=C(NCCc1ccc(Cl)cc1)c1ccc(S(=O)(=O)N2CCCC2)cc1	4	2	-4	0.4	0	-2.5	20	99	-1	-3
Cc1ccc(-c2c[n+](CC(=O)N3c4ccccc4Sc4ccccc43)c3n2CCC3)cc1	2	-3	4	-0.2	-1	0.6	4	97	10	0
COc1cccc(C(=O)N2CCC(CCC(=O)Nc3cccc(C)c3)CC2)c1	0	-7	14	0.1	3	-0.1	14	92	-4	-7
O=C(CSc1nnc(-c2ccccc2Cl)n1Cc1ccco1)Nc1ccc2c(c1)OCCO2	2	-2	-3	0.2	-4	-0.3	6	99	0	-6
COc1ccccc1OCC(=O)NC1CCCCCCC1	6	-4	-1	0.1	-2	2.0	-2	92	-3	-6

A few values from the list:
COc1cccc(C(=O)N2CCC(CCC(=O)Nc3cccc(C)c3)CC2)c1 – ABCB6 inh MLPCN = 92
O=C(CSc1nnc(-c2ccccc2Cl)n1Cc1ccco1)Nc1ccc2c(c1)OCCO2 – aDG glyco up = 0.2

These rows are one share of the data. The share of hits here may be higher or lower than overall.
